# Fluorescein fluor: qHTS Assay for Spectroscopic Profiling in Fluorescein Spectral Region. Compound autofluorescence, 480/540 nm, fluorescein-equivalent; active compounds read high. max fluorescein-equivalent concentration, M. 0.91% of 59,000 active; in the data active means max fluorescein-equivalent concentration above about 10 nM; inconclusive means between about 1.1 nM and that limit
#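 Autofluorescence profiling; 100 mM Tris, pH 8.0; incubation 15 min at RT; ex/em 480/540 nm; result as fluorescein-equivalent concentration.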
# Luciferase inh: qHTS Assay for Inhibitors of Firefly Luciferase; Luciferin 4-monooxygenase (Photinus pyralis), P08659; purified firefly luciferase, luminescence, 8 min; Potency, µM (doses to about 57.1 µM), inactives show at the top dose activity change, negative = inhibition, hits mostly inhibitors; 2.2% of 72,000 active; further: potency means the concentration at half of the fitted maximal effect; on the % scale 0 is the no-effect control and ±100 the full control effect; nearly all actives have a fitted effect of over 40% in size
#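 qHTS concentration-response profiling: light output of P. pyralis luciferase with luciferin and 10 uM ATP, imidazole buffer pH 7.2. Read by luminescence after 8-min room-temperature incubation.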
# Casp1 inh: qHTS Assay for Allosteric/Competitive Inhibitors of Caspase-1. P29466. Potency, µM (series often up to 57.5 µM), for inactives: top-dose activity change, negative = inhibition, usual class: inhibitors. Caspase-1 enzyme, Ac-WEHD-AFC fluorogenic rate. 0.03% of 75,000 active;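 further: potency means the concentration at half of the fitted maximal effect; plate controls were vehicle for no effect and no substrate for full effect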
# Target sequence (P29466 120-297 limits assumed): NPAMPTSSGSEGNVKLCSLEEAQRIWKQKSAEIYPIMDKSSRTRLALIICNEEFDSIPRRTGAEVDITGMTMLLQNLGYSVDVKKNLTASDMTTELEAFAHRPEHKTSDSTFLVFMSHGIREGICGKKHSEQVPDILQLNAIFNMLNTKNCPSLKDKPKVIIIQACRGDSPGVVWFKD
# Target sequence (P29466 317-404 limits assumed): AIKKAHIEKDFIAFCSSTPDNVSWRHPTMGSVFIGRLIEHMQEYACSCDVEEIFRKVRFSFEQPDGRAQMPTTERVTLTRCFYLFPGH
# Tau fil binding: qHTS Assay for Tau Filament Binding. Potency, µM (top dose mostly 57.1 µM), without a hit: at the highest dose activity change, negative = inhibition. 2% of 71,000 active. recombinant tau filaments, thioflavin S fluorescence, 15 h; filaments grown with octadecylsulfate alongside compound. AID 596, 2007;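 further: potency means the concentration at half of the fitted maximal effect; on the % scale 0 is the no-effect control and ±100 the full control effect; actives lower thioflavin S fluorescence by blocking filaments or displacing dye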
#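 ThS-based fibril read: tau 1 uM final, inducer ODS 30 uM final, 37 C for 15 h, ex 450/em 510 nm.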
# ERK AVP inh: qHTS Assay for Inhibitors of the ERK Signaling Pathway using a Homogeneous Screening Assay | HEK293-V1b, vasopressin-stimulated pERK AlphaScreen | Potency, µM (doses to about 57.5 µM), for the others: at the top dose activity, negative = inhibition, usual class: inhibitors | 0.99% of 72,000 active | AID 995, 2007; further: potency means the concentration at half of the fitted maximal effect; on the % scale 0 is the no-effect control and ±100 the full control effect; nearly all actives have a fitted effect of over 55% in size
#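 HEK293 cells stably expressing V1b receptor, seeded overnight in 1% FBS, were treated with compounds for 30 min at 37C, then stimulated 5 min with 25 nM vasopressin; phospho-ERK read by AlphaScreen SureFire after lysis.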
# Rhodamine autofl: qHTS Assay for Spectroscopic Profiling in Rhodamine Spectral Region. Rhodamine-region fluorescence, 547/598 nm, Tris buffer; active compounds read high. max dye-equivalent concentration, M. 0.05% of 59,000 active. AID 594, 2007; in the data active means max dye-equivalent concentration above about 11 nM; inconclusive means between about 1.1 nM and that limit
#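 Steps: pin-transfer compounds into pH 8.0 Tris (100 mM), hold 15 min at room temperature, image with a 547/598 nm filter pair, and convert intensities to rhodamine-equivalent concentration using a six-point on-plate rhodamine series.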
# HADH2 inhib: qHTS Assay for Inhibitors of HADH2 (Hydroxyacyl-Coenzyme A Dehydrogenase, Type II); recombinant HADH2, NADH fluorescence, beta-hydroxybutyryl-CoA; 3-hydroxyacyl-CoA dehydrogenase type-2 (Homo sapiens), Q99714; Potency, µM (doses to about 57.1 µM), without a hit: at the top dose activity change, negative = inhibition, usual class: inhibitors; 3.4% of 73,000 active; further: potency means the concentration at half of the fitted maximal effect; on the % scale 0 is the no-effect control and ±100 the full control effect; nearly all actives have a fitted effect of over 60% in size; many of its hits are not listed in these tables
# Target sequence (Q99714 whole entry, looked up, one chain of several): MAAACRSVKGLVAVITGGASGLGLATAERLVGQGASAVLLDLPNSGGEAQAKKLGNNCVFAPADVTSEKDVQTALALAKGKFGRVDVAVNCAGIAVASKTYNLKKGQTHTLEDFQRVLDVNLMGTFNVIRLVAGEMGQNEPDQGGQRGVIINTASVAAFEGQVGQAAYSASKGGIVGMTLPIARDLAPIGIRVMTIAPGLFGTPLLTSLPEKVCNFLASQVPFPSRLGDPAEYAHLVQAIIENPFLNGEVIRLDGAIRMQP
#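 E. coli-expressed His-tagged HADH2 tested at 20 nM in alkaline Tris buffer (pH 9.0); oxidation of 90 uM beta-hydroxybutyryl-CoA with 1 mM NAD+ tracked fluorimetrically for 4 min.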
# Caspase-7 inhib: qHTS Assay for Allosteric/Competitive Inhibitors of Caspase-7; P55210; recombinant caspase-7, Ac-DEVD-AFC fluorescence rate; Potency, µM (highest dose often 57.5 µM), inactives show at the highest dose activity change, negative = inhibition, usual class: inhibitors; 0.02% of 75,000 active; active means well fitted inhibition curve with a large enough effect in the main read-out, with a control signal flat, not every such curve was filed as active; inconclusive means small, poorly fitted or top-dose-only effect, or a change in a side signal; further: potency means the concentration at half of the fitted maximal effect; % of control where 0% means no effect
# Target sequence (P55210 24-198 limits assumed): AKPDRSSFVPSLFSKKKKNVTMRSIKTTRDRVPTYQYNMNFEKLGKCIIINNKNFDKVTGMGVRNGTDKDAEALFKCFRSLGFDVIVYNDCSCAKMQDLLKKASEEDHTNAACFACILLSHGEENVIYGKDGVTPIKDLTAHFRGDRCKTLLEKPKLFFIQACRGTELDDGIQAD
# Target sequence (P55210 207-303 limits assumed): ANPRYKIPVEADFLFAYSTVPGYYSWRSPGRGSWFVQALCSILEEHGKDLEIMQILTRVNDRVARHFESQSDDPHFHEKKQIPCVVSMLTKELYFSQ
# HEK293 cAMP cs: qHTS Assay for Agonists of the Thyroid Stimulating Hormone Receptor: Activators of Intracellular cAMP Concentrations in Parental HEK 293; parental HEK293 CNG cAMP sensor, membrane potential fluorescence; Potency, µM (highest dose often 57.1 µM), for the others: at the highest dose activation, most hits filed as activators; 2.5% of 73,000 active; AID 938, 2007; further: potency means the concentration at half of the fitted maximal effect; % of control where 0% means no effect; nearly all actives have a fitted effect of over 55% in size
#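 Parental HEK 293 cells stably expressing a cAMP-gated CNG channel were loaded with membrane potential dye containing 100 uM RO 20-1724 for 60 min. Compound added for 30 min; depolarization read as fluorescence intensity at 590 nm.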
# TexasRed autofl: qHTS Assay for Spectroscopic Profiling in Texas Red Spectral Region; Compound fluorescence, Texas Red channel, 547/618 nm; active compounds read high; AID 587, 2007; 0.06% of 59,000 active; max dye-equivalent concentration, M; in the data active means max dye-equivalent concentration above about 10 nM; inconclusive means between about 1.1 nM and that limit
#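 Compound titrations in 100 mM Tris pH 8.0 were incubated 15 min at room temperature and read at 547 nm excitation / 618 nm emission. Texas Red six-point standard curve on each plate converted fluorescence to dye-equivalent concentration.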
# USP2a inhib: qHTS Assay for Inhibitors of Ubiquitin-specific Protease USP2a; Ubiquitin carboxyl-terminal hydrolase 2 (Homo sapiens), O75604; USP2a enzymatic assay, qHTS inhibition; Potency, µM (highest dose often 38.3 µM), without a hit: top-dose activity change, negative = inhibition, hits mostly inhibitors; 0.1% of 60,000 active;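 further: potency means the concentration at half of the fitted maximal effect; nearly all actives have a fitted effect of over 60% in size; plate controls were DMSO for no effect and NEM full inhibition control for full effect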
#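 20 nM USP2 core + cpd, 30 min RT; add 20 nM Ub-PLA2/20 uM NBD C6-HPC; read Ex460/Em535 at 0 h and 2.5 h. Normalized to NEM; qHTS curve fit/classification.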
# * hit, by the source's call; i = inactive; ? = inconclusive; · = not tested or not shown; & = joins results of further samples; [ ] = remark or other dose. Unless noted, the call rests on the fitted dose curve; in most records, active means well fitted curve in the direction sought with a large enough effect; inconclusive means small, poorly fitted or top-dose-only effect, or another doubt; inactive means no such curve, though single readings can be large; an effect the other way counts as inactive or inconclusive. A portion of the library; count on the stated rates, not on these rows.
# Each structure is followed by: HADH2 inhib, Luciferase inh, HEK293 cAMP cs, Tau fil binding, TexasRed autofl, ERK AVP inh, USP2a inhib, Casp1 inh, Fluorescein fluor, Rhodamine autofl, Caspase-7 inhib
> CC1Oc2ccccc2N(Cc2cccnc2)C1=O (configuration not stated)
→ -20%, 1%, 12%, 9%, i, -17%, 0%, -1%, i, i, 1%
> O=C(CSc1nc2sc3c(c2c(=O)n1-c1ccccc1)CCCC3)NCc1ccco1
→ 2%, 0%, -2%, ·, ·, ·, ·, -3%, ·, ·, -3%
> Cc1ccc(NC2=NC(c3ccco3)n3c(nc(C)cc3=O)N2)c(C)c1 (configuration not stated)
→ 15%, 0%, 4%, -3%, i, 20%, 16%, -1%, i, i, 0%
> COc1ccc(O[C@H]2C=C[C@@H](c3ccccc3)O[C@@H]2CO/N=C\[C@@H](C)[C@H](OCc2ccccc2)C(C)C)cc1
→ 1%[11.4 µM], 0%[11.4 µM], 15%[11.4 µM], ·, ·, 1%[11.5 µM], ·, -3%[11.5 µM], ·, ·, 0%[11.5 µM]
> O=C(CCn1c(=O)oc2ccccc21)N1CCN(c2ccc(F)cc2)CC1
→ 5%, 4%, 8%, 10%, ·, ·, ·, -6%, ·, ·, 0%
> O=C(NCCO)c1ccc(Cl)c(Cl)c1
→ -3%, 3%, 3%, -7%, ·, 5%, -9%, -1%, ·, ·, 0%
> CCOC(=O)c1ccc(Nc2ncnc3c2cnn3C)cc1
→ -21%, 0%, -4%, 13%, i, -12%, 17%, -2%, ?, i, 1%
> CCCC(C(=O)OCCN(CC)CC)(c1ccccc1)c1ccccc1
→ 8%[25.6 µM], 7%[25.5 µM], 10%[25.6 µM], -26%[25.6 µM], ?, -8%, -2%, -1%, ?, i, -1%
> COc1ccc(CCCc2nnc(SCC(=O)Nc3nc(C)cs3)n2C)cc1C
→ 9%, 0%, 15%, 15%, i, -6%, 14%, 3%, i, i, 3%
> CCc1ccccc1NC(=O)Cn1nnc(-c2cccnc2)n1
→ -9%, -2%, -6%, 2%, i, -15%, 10%, 1%, i, i, 0%
> C[C@H](c1ccccc1)N1C(=O)[C@H]2[C@@H]3[C@H](O)[C@H](O)CC(=O)[C@H]3CC[C@H]2C1=O
→ 7%[11.4 µM], 1%[11.4 µM], 3%[11.4 µM], ·, ·, -8%[11.5 µM], ·, -2%[11.5 µM], ·, ·, 1%[11.5 µM]
> COCC(=O)NCCNc1nc2ccc(C)cc2cc1C
→ -14%, -3%, 14%, 13%, ?, 1%, ·, -3%, i, i, 2%
> COc1ccccc1N1CCN(C(=O)CSc2nnc(NC(=O)c3ccco3)s2)CC1
→ ?, -10%, -1%, 2%, ?, 6%, -2%, 0%, i, i, 1%
> C=CCn1c(O)c(CN2CCOCC2)c(C)c(C#N)c1=O
→ -8%, 0%, 6%, 56%, ?, -4%, 1%, -12%, 1.3e-08M*, i, -8%
> Cc1cccc(OCc2nnc(SCC(=O)Nc3ccc(C)c(C)c3)o2)c1
→ 5%[11.4 µM], 2%, 8%[11.4 µM], 240%[11.4 µM], ·, -14%, 3%[7.66 µM], 0%, ·, ·, 0%
> CCCCN(Cc1ccccc1)c1ncnc2nc[nH]c12
→ -29%, 4%, ?, -2%, ·, ·, ·, -2%, ·, ·, -1%
> COc1ccccc1-c1cc(C(=O)Nc2ccc(F)cc2F)no1
→ ?, 1%, -2%, ?, i, -5%, 5%, 1%, i, i, 1%
> COc1ccc(-c2noc(CCC(N)=O)n2)cc1OC
→ 4%, 4%, 1%, -6%, ?, -15%, -2%, 0%, i, i, 0%
> Cn1c(C(=O)NCc2ccco2)cc2c(=O)[nH]c3ccccc3c21
→ -29%, 0%, 3%, 27%, i, 19%, 29%, -2%, ?, i, -1%
> N[C@@](C(=O)O)(c1ccc(P(=O)(O)O)cc1)C1CC1
→ 2%, -1%, 0%, -8%, ·, 2%, ·, -1%, ·, ·, 1%
> Cc1ccc(-n2ncc3c(=O)n(CC(=O)NCc4ccco4)cnc32)cc1
→ -4%, -1%, 15%, -17%, i, -9%, 14%, 0%, i, i, 0%
> CCOC(=O)c1sc(=NC(=O)c2cccc(OC)c2)n(C)c1C
→ -11%, -14%, ?, 17%, i, -11%, 12%, 2%, i, i, 2%
> COc1ccc(CCNC(=O)c2cc3sc(Cl)cc3n2C)cc1OC
→ 7%, -4%, 4%, 106%, ·, ?, ·, 0%, ·, ·, -5%
> COC(=O)Cn1nnc(-c2cccc(OC)c2)n1
→ -9%, -14%, ?, 13%, i, -2%, -6%, 0%, i, i, 1%
> O=C(O)CCCn1c(=O)[nH]c2ccccc2c1=O
→ ?, 2%, 2%, -8%, i, ?, -2%, -1%, i, i, 0%
> CCN(CC)C(=O)CSc1nnc([C@H](CCSC)NC(=O)OC(C)(C)C)o1
→ 5%, 1%, 11%, -2%, ?, 0%, 11%, -2%, i, i, -1%
> O=C(CN1CCCC1)NCC1(c2ccccc2)CCOCC1
→ -10%, 1%, ?, 1%, ?, ?, 0%, -4%, ?, i, -4%
> CC(C)c1nnc(NC(=O)c2cccc(-n3cnnn3)c2)s1
→ -14%, -11%, -5%, 0%, ?, -1%, 14%, 3%, i, i, 1%
> CC(=O)Nc1ccc(N=Cc2ccc[nH]2)cc1
→ -2%, -1%, 4%, -3%, ·, 14%, -4%, 0%, ·, ·, 0%
> CCc1[nH]nc2c1C(c1ccncc1)C(C#N)=C(N)O2 (configuration not stated)
→ -7%, 1%, 4%, 9%, i, 14%, -16%, 2%, i, i, 1%

# Next section.
# Each structure is followed by: HADH2 inhib, Luciferase inh, HEK293 cAMP cs, Tau fil binding, TexasRed autofl, ERK AVP inh, USP2a inhib, Casp1 inh, Fluorescein fluor, Rhodamine autofl, Caspase-7 inhib
> Cc1cc(NC(=O)CSc2nnc(Cc3cccn3C)n2CCc2ccccc2)no1
→ 1%, 0%, 13%, 13%, ·, ·, ·, 0%, ·, ·, 0%
> Cn1c(SCC(=O)NCCc2ccccc2)nnc1-c1ccncc1
→ -12%, -13%, -5%, 14%, i, -3%, 3%, 0%, i, i, 0%
> CC(C)(C)c1ccc(-c2conc2N)cc1
→ 5%, 10µM*, 14%, -17%, ?, -6%, 6%, 0%, i, i, -1%
> C=CCn1c(SCC(N)=O)nnc1-c1ccccc1O
→ -13%, 0%, -3%, 2%, i, 6%, -16%, 0%, ?, i, 6%
> COC(=O)Nc1nc2ccc(Sc3ccccc3)cc2[nH]1
→ 7%[25.6 µM], -7%&-1%[25.5 µM], 24%[25.6 µM], 52%[25.6 µM], i, -11%, -2%, -6%, ?, i, -3%
> O=S1(=O)CCN=C2SC3=C(CCCC3)N21
→ 5%, -2%, 0%, -6%, i, -24%, -3%, 0%, ?, i, 2%
> O=C(Cn1ncn2c(cc3ccccc32)c1=O)NCCC1=CCCCC1
→ 209%[activator], 1%, ?, -2%, i, -11%, 33%[activator], -4%, ?, i, -8%
> COC(=O)C1=C(C)NC(C)=C(C(=O)OC(C)C)C1c1cccc2nonc12 (configuration not stated)
→ -5%, -1%, -1%, ?, ·, 8%, ·, 0%, ·, ·, -1%
> CC1(C)C(=O)Nc2ccccc2N1C(=O)COc1ncnc2ccccc12
→ 0%, -1%, -5%, 8%, ?, 5%, 2%, 2%, ?, i, 1%
> COC(=O)[C@@]1(Cc2ccc(F)cc2)[C@H]2c3cc(C(=O)N(C)C)n(Cc4ccc(Cl)c(C(F)(F)F)c4)c3C[C@H]2CN1C(=O)c1ccccc1
→ 11%, ·, ?, 26%, ·, 9%, ·, -3%, ·, ·, -6%
> COCc1nnc(NC(=O)c2ccc(NC(C)=O)cc2)s1
→ ?, 1%, 2%, -3%, i, -7%, -8%, 2%, ?, i, -2%
> CCN(Cc1ccccc1)C(c1ccccn1)c1nnnn1C(C)(C)CC (configuration not stated)
→ 16%, -30%, 5µM*, -5%, ?, 26%, -8%, -3%, ?, i, 5%

# Assay outcomes: PubChem, National Center for Advancing Translational Sciences (NCATS)
